# Assay outcomes (PubChem)
# p53null 32C kill = kills p53 null cells at the permissive temperature | H1299-neo p53 null cells, ATP luminescence, 24 h, 32C | Potency, µM (series often up to 46.1 µM), without a hit: at the top dose activity change, negative = cytotoxicity, hits mostly cytotoxic | hit rate 0.62% among 55,000;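 further: potency means the concentration at half of the fitted maximal effect; 0% = DMSO only and -100% = full killing by 100 µM tamoxifen; nearly all actives have a fitted effect of over 55% in size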
#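 H1299-neo (p53-null) cells, 600/well, were pre-incubated overnight at 37C, then exposed to compounds at up to 46 uM for 24 hr at 32C. Viability was measured as ATP content by luminescence, and AC50 values came from Hill fits.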
# NTMT1 inhibitor = inhibitors of human N-terminal methyltransferase NTMT1 | Q9BV86 | NTMT1 MTase-Glo SAH luminescence, purified enzyme | Potency, µM (series often up to 114 µM), inactives show top-dose activity change, negative = inhibition, hits mostly inhibitors | hit rate 2.5% among 59,000;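 further: potency means the concentration at half of the fitted maximal effect; plate controls were DMSO vehicle for no effect and no enzyme for full effect; nearly all actives have a fitted effect of over 65% in size; many of its hits are not listed in these tables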
# p53null 39C kill = kills p53 null cells at the nonpermissive temperature | H1299 p53-null (neo) cells, 39C, ATPlite viability, 24 h | Potency, µM (series often up to 46.1 µM), for the others: at the highest dose activity, negative = cell killing, hits mostly cytotoxic | hit rate 0.97% among 55,000 | AID 904;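 further: potency means the concentration at half of the fitted maximal effect; 0% = DMSO only and -100% = full killing by 100 µM tamoxifen; nearly all actives have a fitted effect of over 50% in size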
#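 H1299 lung cancer cells, p53-null (H1299-neo) or expressing p53 A138V (H1299-p53A138V), were plated overnight at 37C, then exposed to compounds at up to 46 uM for 24 hr at 39C. Viability was read by ATP-based luminescence.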
# B2AR arrestin ag = agonists recruiting beta-arrestin to human beta2-adrenergic receptor; Potency, µM (top dose mostly 46.1 µM), for the others: at the top dose activation, usual class: activators; 44,000 tested, under 10 active; P07550; HTLA Tango cells, beta-arrestin recruitment, luciferase luminescence, 18 h; AID 1347077;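 further: potency means the concentration at half of the fitted maximal effect; 0% = DMSO and full agonism = EC100 isoproterenol or metaproterenol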
#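 Luminescence read-out: arrestin recruitment to recombinant beta2-AR releases tTA, inducing luciferase. Cells exposed 18 hr at 37 degrees C to up to 46 microM compound; %Activity from corrected signal, concentration-response curves classified by r2, magnitude and efficacy.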
# GALK inhibitor = GALK (human) enzyme inhibition; Potency, µM (titrated, usually from 57.5 µM), without a hit: top-dose activity, negative = inhibition, most hits filed as inhibitors; 44,000 tested, under 10 active; P51570; recombinant GALK, Kinase-Glo ATP luminescence, 1 h;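 further: plate controls were full GALK reaction for no effect and reaction lacking GALK for full effect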
# Target sequence (P51570 whole entry, looked up): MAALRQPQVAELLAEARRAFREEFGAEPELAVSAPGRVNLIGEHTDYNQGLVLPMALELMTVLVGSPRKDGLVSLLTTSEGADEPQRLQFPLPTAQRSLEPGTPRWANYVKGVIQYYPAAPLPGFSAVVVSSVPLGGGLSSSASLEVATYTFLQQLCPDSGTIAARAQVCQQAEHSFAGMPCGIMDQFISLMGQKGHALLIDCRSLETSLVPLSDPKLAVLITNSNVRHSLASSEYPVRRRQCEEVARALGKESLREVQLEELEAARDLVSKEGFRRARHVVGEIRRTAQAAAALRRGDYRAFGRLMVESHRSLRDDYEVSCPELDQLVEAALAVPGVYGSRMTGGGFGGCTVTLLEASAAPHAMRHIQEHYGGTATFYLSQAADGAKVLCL
#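 Luminescent ATP-depletion readout (Kinase-Glo Plus) after 1 h room-temperature incubation of human GALK (5 nM) with galactose 100 µM and ATP 35 µM, pH 8.0 HEPES/Mg2+ buffer; compounds tested in qHTS format.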
# PTAP-TSG101 blk = inhibitors of HIV-1 PTAP binding to human TSG101, validation; Potency, µM (series often up to 115 µM), for inactives: at the highest dose activity change, negative = inhibition, usual class: inhibitors; Q99816; AID 1347069; Fluorescence polarization, FITC-PTAP peptide/Tsg101, 20 min; 44,000 tested, under 10 active; further: potency means the concentration at half of the fitted maximal effect; 0% is about no effect
#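 Compounds pinned into 10 uM Tsg101 binding domain, then 50 nM FITC-PTAP peptide added in pH 7.5 HEPES buffer; FP read after 20 min, room temperature. Total S+P intensity flags fluorescent compounds; active cut-off <25 µM, efficacy <60%.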
# FH mod = Identification of activators of human fumarate hydratase by quantitative high-throughput screening. Fumarate hydratase, mitochondrial (Homo sapiens), P07954. FH coupled MDH/diaphorase resazurin fluorescence, 15 min. Potency, µM (series often up to 79.9 µM), inactives show at the highest dose activity change, negative = inhibition, most hits filed as inhibitors. hit rate 0.22% among 54,000; further: potency means the concentration at half of the fitted maximal effect; on the % scale 0 is the no-effect control and ±100 the full control effect; the screen sought activators but most active calls are inhibition curves; nearly all actives have a fitted effect of over 45% in size
# Target sequence (P07954 whole entry, looked up): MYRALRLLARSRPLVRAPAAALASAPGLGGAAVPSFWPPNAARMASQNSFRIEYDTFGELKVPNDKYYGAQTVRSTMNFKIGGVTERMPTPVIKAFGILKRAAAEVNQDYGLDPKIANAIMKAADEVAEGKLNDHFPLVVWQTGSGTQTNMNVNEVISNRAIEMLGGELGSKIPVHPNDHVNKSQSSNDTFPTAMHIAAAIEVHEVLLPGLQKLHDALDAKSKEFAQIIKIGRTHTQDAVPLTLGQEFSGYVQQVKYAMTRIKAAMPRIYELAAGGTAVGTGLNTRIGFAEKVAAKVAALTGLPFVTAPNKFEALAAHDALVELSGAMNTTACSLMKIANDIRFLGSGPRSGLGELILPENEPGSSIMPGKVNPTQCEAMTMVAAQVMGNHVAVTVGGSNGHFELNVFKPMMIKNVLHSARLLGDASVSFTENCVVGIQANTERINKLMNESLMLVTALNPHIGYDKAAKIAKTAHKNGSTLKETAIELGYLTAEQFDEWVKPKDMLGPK
# * = called active by the depositor; ? = inconclusive; nt = no result given; [ ] = remark or other dose. The call rests on the fitted dose curve; in most records, active means well fitted curve in the direction sought with a large enough effect; inconclusive means small, poorly fitted or top-dose-only effect, or another doubt; inactive means no such curve, though single readings can be large; an effect the other way counts as inactive or inconclusive.
# Fields: p53null 32C kill	NTMT1 inhibitor	p53null 39C kill	B2AR arrestin ag	GALK inhibitor	PTAP-TSG101 blk	FH mod
CCc1nn(CC(=O)NCCc2ccc(Cl)cc2)c(=O)c2cc3c(OC)cccc3n12
    1%	nt	-3%	0%	-2%	-5%	nt
CCCCCn1c(=O)[nH]c2cc(C(=O)Nc3cc(C)cc(C)c3)ccc2c1=O
    4%	8%	-11%	1%	2%	0%	1%
COc1ccc(N2CCN(C(CNC(=O)c3c(F)cccc3F)c3ccc4c(c3)OCO4)CC2)cc1 (configuration not stated)
    3%	-14%	22%	1%	3%	2%	-26%
CCc1nc2ccc(C(=O)N3CCN(c4ccccc4)CC3)cc2nc1CC
    -7%	12%	4%	-4%	-1%	-13%	?
COc1cc2c(cc1OC)C(COc1cc(C)cc(C)c1)N(C(=O)C(C)(C)C)CC2 (configuration not stated)
    5%	-1%	-12%	0%	0%	-5%	-23%
CCOC(=O)Cc1ccc(NC(=O)N2CCOc3ccc(C)cc32)cc1
    -1%	?	-16%	1%	0%	0%	-2%
Cc1cc(Nc2cccc(Cl)c2)nc2ccc(NC(=O)c3cncc(Br)c3)cc12
    -18%	11%	20µM*	0%	1%	-4%	-25%
CCOc1ccc(N(CC)S(=O)(=O)N2CCCC(C(=O)NCc3ccccc3Cl)C2)cc1 (configuration not stated)
    0%	5%	-10%	2%	-6%	0%	-17%
Cn1c(=O)c(C(=O)O)nn(-c2ccccc2)c1=O
    6%	-1%	1%	0%	5%	0%	-18%
CCCCN(CCCC)CCCNC(=O)c1ccc2nc(N3CCCCC3)sc2c1
    -2%	-4%	-14%	0%	11%	-3%	0%
Cc1ccc(Cc2cnc(NC(=O)C3Cc4ccc(C)cc4C(=O)O3)s2)cc1 (configuration not stated)
    1%	29%	-7%	0%	6%	-3%	-2%
O=C(NCCc1ccccc1)c1nn(-c2ccccc2Cl)nc1CO
    -4%	-6%	-11%	0%	2%	-2%	-3%
CCOC(=O)C(CC)n1nc(C)n2c(cc3occc32)c1=O (configuration not stated)
    -8%	5%	-3%	-1%	-1%	0%	-6%
COc1ccccc1C(=O)Nc1ccc(S(=O)(=O)Nc2nc(C)cc(C)n2)cc1
    1%	9%	-1%	0%	3%	-18%	3%
CCOC(=O)C1CCC(CN(Cc2ccc(Cl)cc2)S(=O)(=O)c2ccc(Br)cc2)CC1 (configuration not stated)
    5%	-1%	23%	2%	2%	-1%	-16%
Cc1ccc(C)c(CSc2cn(CCNC(=O)c3ccccc3F)c3ccccc23)c1
    nt	-4%	nt	0%	2%	-3%	-14%
COc1ccccc1NC(=O)c1cc(S(=O)(=O)N(C)C2CCCCC2)ccc1F
    1%	4%	2%	1%	-5%	-3%	-25%
Cc1cc2nc(-c3cccc(NC(=O)CSc4ccc(Cl)cc4)c3)oc2cc1C
    -3%	-3%	-31%	1%	-1%	0%	-5%
CCOc1ccc(C2CC(=O)c3c([nH]c(C(=O)OCC4CCCCC4)c3C)C2)cc1 (configuration not stated)
    4%	10%	0%	0%	8%	0%	0%
O=C(COc1ccc(F)cc1)Nc1ccccc1OCc1cc(=O)n2ccccc2n1
    -9%	5%	-8%	0%	-7%	-2%	5%
Cn1c(=O)[nH]c(=O)c2c1nc(NCCO)n2CC(O)COc1ccccc1 (configuration not stated)
    2%	nt	-24%	0%	-24%	2%	nt
O=C(Nc1cccc(Cl)c1)N1CCC(CN2CCOCC2)CC1
    -15%	12%	4%	-1%	3%	-2%	1%
Cc1cc(=O)n2nc(N3CCC(C(=O)Nc4ccc(C(C)C)cc4)CC3)sc2n1
    -15%	-5%	?	-2%	0%	5%	-4%
CCOc1ccccc1CNCCSc1nnnn1C
    8%	-12%	-16%	1%	-2%	-1%	-5%
CCc1c(C)c2ccc(O)c(CN3CCN(c4cc(Cl)ccc4C)CC3)c2oc1=O
    -20%	nt	-22%	-2%	2%	3%	nt
COc1cccc(C(c2sc3nc(-c4ccco4)nn3c2O)N2CCC(C)CC2)c1 (configuration not stated)
    -3%	-12%	4%	-3%	-1%	-2%	4%
COc1ccc(CC(=O)Nc2ccc3nc(Nc4cccc(Cl)c4)cc(C)c3c2)cc1OC
    4%	-1%	-24%	-1%	-1%	1%	-26%
CSc1nn(CC(=O)Nc2cc(C)ccc2C)c(N)c1S(=O)(=O)c1ccccc1
    7%	6%	-2%	2%	-3%	0%	-7%
Cc1ccc(Cl)cc1N1CCN(C(=O)c2cc3ccc4cccnc4c3[nH]2)CC1
    13%	19%	22%	1%	2%	1%	-29%
CCc1nc2cccnc2n1-c1ccc(CC(=O)Nc2cccc(C)c2C)cc1
    -14%	1%	13%	1%	1%	-3%	0%
COc1ccc(NC(=O)Cn2nnnc2-c2ccccc2F)c(C)c1
    -5%	16%	8%	-1%	-3%	5%	7%
COc1ccc(C2C=C(c3ccc(Cl)cc3)Nc3nc(-c4ccc(Cl)cc4)nn32)cc1 (configuration not stated)
    2%	25%	-13%	1%	0%	2%	-5%
Cc1ccc2c(=O)c(C(=O)c3ccc(F)cc3)cn(CC(=O)Nc3ccc4c(c3)OCCO4)c2n1
    5%	-15%	-12%	0%	1%	-1%	1%
Cc1ccc(C2c3c(-c4ccccc4O)n[nH]c3C(=O)N2CCc2ccccc2)cc1 (configuration not stated)
    45%[activator]	7%	?	?	3%	-1%	?
O=C1CSC2(C(=O)N(Cc3cccc(F)c3)c3ccccc32)N1c1cccc(C(F)(F)F)c1 (configuration not stated)
    9%	22%	48%[activator]	0%	1%	0%	-19%
CN(Cc1ccccc1)S(=O)(=O)c1ccc2[nH]c3c(c2c1)CCCCC3
    18%	-19%	49%[activator]	1%	0%	-6%	?
CCC(=O)N1CCc2cc(S(=O)(=O)CCC(=O)N3CCN(c4cc(C)ccc4C)CC3)ccc21
    6%	8%	21%	1%	8%	-2%	-13%
CC(=O)c1ccc(NC(=O)CSc2cn(CC(=O)N3CCCCCC3)c3ccccc23)cc1
    8%	-2%	-12%	2%	0%	0%	?
COc1ccc2c(Sc3ccc(C)cc3)c(C(=O)NCc3ccc(F)cc3)[nH]c2c1
    4%	3%	6%	-2%	4%	-4%	-3%
COc1ccccc1NC(=O)c1cnn(-c2ccccc2)c1-n1cccc1
    -3%	3%	-6%	-3%	2%	1%	-7%
Cc1ccc(CNC(=O)c2nnc(Cc3ccc(Cl)cc3)o2)cc1
    4%	1%	13%	0%	-1%	-2%	3%
O=C(CCC(=O)N1CC2CCCN2c2ccccc21)NCc1ccc(F)cc1 (configuration not stated)
    8%	-3%	5%	-1%	2%	-10%	-4%
COCCCNC(=O)C1CCN(c2nnc(-n3cccc3CNc3ccc(C)cc3)s2)CC1
    -9%	3%	-15%	-1%	-2%	-5%	-7%
COc1ccc(NC(=O)Cn2c(SCc3ccc(F)cc3)nc3cccnc32)cc1OC
    ?	-2%	?	0%	-1%	1%	-11%
CSc1cccc(NC(=O)CN2C(=O)COc3ccc(S(=O)(=O)N4CCC(C)CC4)cc32)c1
    20%	6%	-6%	0%	2%	2%	?
COc1ccc(N(CC(=O)NCc2ccccc2Cl)S(=O)(=O)c2c(C)nn(C)c2C)cc1
    1%	-1%	-10%	1%	1%	-6%	-2%
COc1ccc(-c2cc3ccc(O)c(CN4CCOCC4)c3oc2=O)cc1
    -18%	10%	10%	-1%	2%	-27%	-6%
COc1ccc(Nc2cc(C(=O)NCCc3ccc(C)cc3)c3ccccc3n2)c(OC)c1
    0%	-4%	-13%	0%	-2%	-5%	-29%
CCOc1ccc(CNCc2c(C(=O)O)n(Cc3ccc(C)cc3)c3cc(C)ccc23)cc1
    48%[activator]	16%	?	-1%	?	0%	?
Cc1c(C(=O)Nc2ccc(F)cc2F)oc2c1-c1nn(Cc3c(F)cccc3Cl)cc1CC2
    3%	?	-2%	0%	2%	1%	-1%
O=C(Cn1c(=O)n(CC2CCC(C(=O)NCCc3ccccc3)CC2)c(=O)c2ccccc21)Nc1ccccc1 (configuration not stated)
    7%	-8%	-19%	0%	1%	3%	1%
COC(=O)c1ccccc1NC(=O)CSc1nc2ccccc2nc1Cc1ccc(F)cc1
    7%	?	1%	0%	3%	0%	2%
Cc1nn2c(=O)cc(COC(=O)c3cccc(NC(=O)c4ccc(C(C)(C)C)cc4)c3)nc2s1
    3.2µM*	0%	1.3µM*	-1%	-1%	-11%	6%
CC12CN3CC(c4ccccc4)(CN(C1)C3c1ccc(Cl)cc1)C2=O (configuration not stated)
    -3%	-2%	-17%	-1%	8%	1%	-18%
COc1ccccc1N1CCN(C(=O)c2nn(C)c3c2CS(=O)(=O)c2ccccc2-3)CC1
    -12%	1%	-23%	1%	2%	-1%	1%
CCOc1ccc(NC(=O)N2CCN3CCCCC3C2)cc1 (configuration not stated)
    1%	nt	17%	0%	2%	-4%	nt
Clc1ccc2c(c1)-c1c(cnc3cc(-c4ccccc4)nn13)CO2
    nt	1%	nt	-1%	-1%	0%	-9%
CC(NC(=O)c1cc2ccccc2o1)c1ccccc1 (configuration not stated)
    19%	?	6%	0%	0%	-4%	-3%
O=C(NCc1ccc(F)cc1)c1cnc(N2CCCCC2)c2ccccc12
    4%	-4%	16%	0%	2%	-2%	-19%
Cn1c(=O)oc2cc(S(=O)(=O)CCC(=O)NCCc3ccccc3)ccc21
    -1%	?	3%	0%	0%	-1%	?
COc1cccc(NC(=O)c2sc3nc(C)c(C(=O)Nc4ccc(C)cc4C)c(-c4cccs4)c3c2N)c1
    16%	14%	-4%	1%	4%	1%	-26%
Cc1ccc(OC(=O)CSc2nnc(-c3cccs3)o2)cc1C
    14%	-12%	-6%	-3%	4%	-2%	-2%
CCC(C(=O)NCc1cccc(Br)c1)n1nc(C)c2c(C)n(-c3ccccc3)nc2c1=O (configuration not stated)
    18%	0%	5%	2%	-1%	-1%	-17%

# Taken from above:
# GALK inhibitor, Cc1ccc(CNC(=O)c2nnc(Cc3ccc(Cl)cc3)o2)cc1 reads -1%
# PTAP-TSG101 blk, CN(Cc1ccccc1)S(=O)(=O)c1ccc2[nH]c3c(c2c1)CCCCC3 reads -6%
# GALK inhibitor, O=C(COc1ccc(F)cc1)Nc1ccccc1OCc1cc(=O)n2ccccc2n1 reads -7%

# Not all compounds are listed, so the mix of outcomes need not match the whole.
